# Bioassay records: PubChem, several laboratories
# Keap1 Nrf2 FP: disrupts human Keap1 binding to Nrf2 peptide | inhibition, % at 9.4 µM | AID 504523 | Keap1 Kelch-Nrf2 peptide fluorescence polarization, 1536-well | Q14145 | 0.15% of 340,000 active; in the data active = inhibition above about 12%;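 also: human Keap1 Kelch domain with fluorescein labeled Nrf2 9mer peptide probe; 0% = neutral control wells and 100% = peptide positive control; higher means more block of Keap1 binding to Nrf2 peptide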
# C-LANA FP: inhibitors of KSHV LANA C-terminal domain DNA binding; MBP-C-LANA/FAM-LBS DNA binding, fluorescence polarization; inhibition, % at 9 µM; 0.078% of 340,000 active; AID 504423;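 active = highest replicate inhibition at or above 60% at 9 µM, even if other replicates fall short; inactive = all replicates below 60% inhibition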;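 also: 0% = neutral control wells and 100% = 4 µM acridine orange control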
# Arrestin-AP2 inh: blocks beta-arrestin peptide binding to AP2 adaptin; AID 504490; 0.31% of 340,000 active; FITC-arrestin peptide / GST-AP2 beads, flow cytometry; AP2 beta2 appendage carries R879A mutation; inhibition, % at 10 µM;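 active = inhibition above a set limit, near 3 SD of compounds lacking own fluorescence, cut at about 54% in these data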;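 also: plate controls were DMSO wells for no effect and 5 µM unlabelled arrestin peptide for full effect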
#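 test system = AP2 appendage R879A on GSH beads | buffer or medium = PBS plus Tween 20 (0.05%) and BSA (0.1%) | incubation = 12 min plus 1 h, RT | detection = bead flow cytometry, FITC channel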
# CAL PDZ FP-1: blocks peptide binding to the human CAL PDZ domain; Q9HD26; purified CAL PDZ, TMR-peptide fluorescence polarization, 1 h; inhibition, % at 24.9 µM; 0.92% of 300,000 active; AID 602252;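 active = mean inhibition of at least 30% with at least half of replicates also reaching 30%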;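 also: 0% = DMSO neutral control and 100% = excess unlabeled competitor peptide PRC23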
# NSD2 HMT inh: inhibitors of human histone methyltransferase NSD2. 0.54% of 310,000 active. NSD2 peptide methylation, AlphaScreen, 120 min. inhibition, % at 12.5 µM. AID 743445; in the data active = inhibition above about 50%
# Target sequence (O96028 whole entry, looked up): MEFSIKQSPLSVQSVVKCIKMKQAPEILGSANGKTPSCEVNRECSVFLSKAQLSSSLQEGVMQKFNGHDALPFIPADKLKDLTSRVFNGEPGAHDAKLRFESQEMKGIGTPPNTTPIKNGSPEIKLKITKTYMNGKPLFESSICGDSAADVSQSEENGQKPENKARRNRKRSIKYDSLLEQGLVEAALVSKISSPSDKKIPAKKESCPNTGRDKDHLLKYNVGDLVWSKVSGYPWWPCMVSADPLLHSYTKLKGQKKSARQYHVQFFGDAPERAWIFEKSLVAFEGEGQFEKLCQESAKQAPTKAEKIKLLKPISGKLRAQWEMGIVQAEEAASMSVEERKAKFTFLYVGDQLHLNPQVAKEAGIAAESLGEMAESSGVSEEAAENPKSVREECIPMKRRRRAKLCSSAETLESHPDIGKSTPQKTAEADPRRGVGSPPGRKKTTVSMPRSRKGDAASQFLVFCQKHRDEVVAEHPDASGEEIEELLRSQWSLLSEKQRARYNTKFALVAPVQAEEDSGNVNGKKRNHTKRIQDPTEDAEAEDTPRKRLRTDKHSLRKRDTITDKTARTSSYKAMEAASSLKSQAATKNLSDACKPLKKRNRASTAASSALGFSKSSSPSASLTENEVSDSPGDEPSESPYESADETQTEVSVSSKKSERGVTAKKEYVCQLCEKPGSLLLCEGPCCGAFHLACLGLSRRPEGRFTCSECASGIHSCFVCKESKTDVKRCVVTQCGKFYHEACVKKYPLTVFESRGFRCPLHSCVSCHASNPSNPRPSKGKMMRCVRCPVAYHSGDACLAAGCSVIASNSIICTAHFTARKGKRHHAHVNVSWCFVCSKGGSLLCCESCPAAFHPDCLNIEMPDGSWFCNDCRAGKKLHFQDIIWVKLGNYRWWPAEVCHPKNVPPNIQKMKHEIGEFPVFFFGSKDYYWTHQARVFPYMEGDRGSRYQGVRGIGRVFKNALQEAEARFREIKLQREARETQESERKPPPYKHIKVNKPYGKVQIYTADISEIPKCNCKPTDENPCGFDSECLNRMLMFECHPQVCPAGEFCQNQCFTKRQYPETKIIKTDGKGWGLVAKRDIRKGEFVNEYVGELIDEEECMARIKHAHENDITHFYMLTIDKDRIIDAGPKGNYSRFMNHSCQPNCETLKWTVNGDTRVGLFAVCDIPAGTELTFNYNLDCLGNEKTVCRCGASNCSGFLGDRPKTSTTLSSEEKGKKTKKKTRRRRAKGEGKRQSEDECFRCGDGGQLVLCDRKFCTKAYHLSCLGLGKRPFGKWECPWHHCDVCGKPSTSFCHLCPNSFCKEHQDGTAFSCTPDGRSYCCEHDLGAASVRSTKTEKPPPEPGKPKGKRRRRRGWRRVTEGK
# RTF Ca sens inh: cardiac RTF calcium desensitization; IANBD-labeled cardiac RTF, Ca2+ fluorescence; 0.12% of 340,000 active; AID 493244; inhibition, % at 7.15 µM; P19429+P45379;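 active = inhibition above the mean inhibition of all tested compounds plus 3 SD, cut at about 17% in these data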;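 also: assay run at fixed EC70 calcium of 1.6 mM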
# CAL PDZ FP-2: inhibitors of human CAL PDZ peptide binding. Q9HD26. purified CAL PDZ, TMR-peptide fluorescence polarization, 1 h. inhibition, % at 20 µM. 0.02% of 330,000 active. AID 504414;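 active = highest replicate inhibition of at least 40%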;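 also: plate controls were DMSO neutral control wells for no effect and unlabeled competitor peptide control wells for full effect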
#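 Material: tagged CAL PDZ domain; buffer or medium: 25 mM sodium phosphate pH 7.4, 150 mM NaCl, TCEP, IgG, Thesit; compound dosing: single point, 20 µM; schedule: 1 h incubation at room temperature before polarization reading; measured by: FP readout, S and P plane fluorescence; read-out basis: percent inhibition from loss of millipolarization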
# DSG3 Ab inh: human desmoglein-3 autoantibody binding inhibition. P32926. DSG3-coupled beads, scFv-anti-DSG3-GFP binding, flow cytometry; hits give low values. binding (percent of control), % at 10 µM. 0.48% of 310,000 active;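 active = binding more than 3 SD below its plate's average and above zero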;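 also: hits lower antibody fragment binding to DSG3; some compounds called inactive have numbers as strong as hits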
# V-ATPase pH: yeast V-ATPase proton transport regulation by pHLuorin; S. cerevisiae, pHLuorin cytosolic pH fluorescence; response, % at 10 µM; AID 504577; 0.37% of 350,000 active; in the data active = response mostly above about 7.3%, no sharp cut-off; inactive = mostly below about 5.4%; also: actives read high; inactives centre near 0; some compounds called inactive have numbers as strong as hits; reference of the scale not given here
# DAGLB inh: blocks human DAGLB lipase activity; HEK293T DAGLB membrane lysate, EnzChek fluorogenic substrate; 0.059% of 340,000 active; inhibition, % at 5.17 µM; Q8NCG7; in the data active = inhibition above about 34%;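 also: 0% = enzyme with vehicle and 100% = wells lacking enzyme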
# Numbers without * were called inactive; nt = no result given.
# Key to letters: A = Keap1 Nrf2 FP; B = C-LANA FP; C = Arrestin-AP2 inh; D = CAL PDZ FP-1; E = NSD2 HMT inh; F = RTF Ca sens inh; G = CAL PDZ FP-2; H = DSG3 Ab inh; I = V-ATPase pH; J = DAGLB inh
> COCC(=O)N(Cc1cc2ccc(C)cc2[nH]c1=O)c1ccc(C)cc1C
  A: 4	B: 0.8	C: 6	D: -2	E: -1	F: -6	G: -1.5	H: 107	I: 1	J: 2
> Cn1cc(C(=O)C(F)(F)F)c2ccccc21
  A: -4	B: 0.6	C: 0	D: -3	E: -2	F: 1	G: -1.5	H: 106	I: -2	J: -4
> CN(CC(=O)NCc1ccco1)CC(=O)Nc1c(Cl)cccc1Cl
  A: -3	B: -1.2	C: 8	D: -2	E: -1	F: -6	G: -0.1	H: 116	I: -4	J: -2
> CCN(CCO)c1ccc(-n2c(N)c(C(=O)OC)c3nc4ccccc4nc32)cc1
  A: -2	B: -1.3	C: 0	D: -3	E: nt	F: -18	G: nt	H: 103	I: -1	J: 3
> CCOC(=O)c1c(C)[nH]c(C(=O)OCc2c(C)noc2C)c1C
  A: -2	B: 0.0	C: 11	D: nt	E: 0	F: -5	G: -1.9	H: 104	I: 0	J: -2
> O=C(O/N=C(/c1ccccc1)c1ccncc1)c1cccc(F)c1
  A: 5	B: 0.6	C: -1	D: -3	E: 14	F: -2	G: -3.2	H: 101	I: 0	J: -8
> COc1ccc(-c2nnc(-c3ccc(OCC(C)C)cc3)o2)cc1
  A: -4	B: -1.5	C: 10	D: 1	E: -3	F: -7	G: -2.1	H: nt	I: -1	J: 0
> COc1ccc(Cl)cc1N(CC(=O)N1CCCCC1)S(C)(=O)=O
  A: -3	B: 1.8	C: -2	D: 0	E: 1	F: 0	G: 0.3	H: 100	I: 1	J: 0
> COc1ccc(C2(CNC(=O)c3ccc(OCC(C)C)cc3)CCOCC2)cc1
  A: 0	B: -0.8	C: 6	D: 2	E: 0	F: 7	G: -1.3	H: 103	I: -2	J: 2
> COCCOC(=O)C1=C(C)NC2=C(C(=O)CCC2)C1c1ccc2c(c1)OCO2 (configuration not stated)
  A: 4	B: 4.0	C: 1	D: 1	E: -1	F: -9	G: -2.7	H: 94	I: -3	J: 1
> Cc1cccc2nc(Cn3c(=O)n(CCC(=O)NCc4ccco4)c(=O)c4sccc43)cc(=O)n12
  A: -8	B: -0.2	C: -4	D: nt	E: 2	F: -2	G: -3.4	H: 101	I: 3	J: 1
> CC1=C(C(=O)OC2CCCCC2)C(c2cccnc2)n2ncnc2N1 (configuration not stated)
  A: -4	B: -1.7	C: -6	D: -1	E: 3	F: -1	G: -2.8	H: 107	I: 3	J: -2
> O=S(=O)(Nc1ccc2cn[nH]c2c1)c1ccc(C(F)(F)F)cc1
  A: -3	B: -0.9	C: -9	D: -1	E: 0	F: -1	G: -1.3	H: 103	I: 3	J: -3
> Cc1nc(Cc2nnc(SC(C)C(=O)Nc3cccc(C#N)c3)o2)cs1 (configuration not stated)
  A: 4	B: -0.4	C: -5	D: 6	E: -1	F: -7	G: -2.4	H: 101	I: 0	J: 2
> Cc1cccc(N2CCN(Cc3cn(C)nc3-c3ccccc3F)CC2)n1
  A: 0	B: -0.4	C: -9	D: 0	E: 3	F: -31	G: -3.3	H: 86	I: 2	J: 0
> Cc1ccc(Cl)cc1NC(=S)N(CCCN1CCOCC1)Cc1ccccn1
  A: 0	B: 0.1	C: 8	D: nt	E: -1	F: 1	G: 0.1	H: 119	I: 1	J: -1
> CCCC1(c2ccccc2)NC(=O)N(CC(=O)Nc2cc(C)ccc2OC)C1=O (configuration not stated)
  A: -7	B: -1.1	C: 4	D: -3	E: 2	F: -5	G: -1.7	H: 96	I: -2	J: -1
> C=CC1=C2C=C(C3CC3)N(CCCN(CC)CC)C=C2C(=O)C(C)(OC(=O)c2ccco2)C1=O (configuration not stated)
  A: 3	B: 2.3	C: 33	D: 0	E: nt	F: 1	G: 0.9	H: 100	I: 6	J: 0
> CC(NC(=O)c1ccco1)C(c1cccs1)N1CCN(c2ccccc2F)CC1 (configuration not stated)
  A: -1	B: -0.5	C: 10	D: -2	E: 8	F: 4	G: -1.1	H: 81	I: -3	J: -3
> CN(C(=O)CSc1nc2ccccc2s1)c1c(N)n(Cc2ccccc2)c(=O)[nH]c1=O
  A: -2	B: 0.1	C: 9	D: 2	E: -1	F: 0	G: -2.4	H: 103	I: -3	J: 1
> COc1ccc(S(=O)(=O)NC(CC(=O)NCc2ccccc2OC)c2ccco2)cc1 (configuration not stated)
  A: -3	B: -0.9	C: -9	D: -2	E: 1	F: -4	G: 0.6	H: 145	I: 0	J: -2
> Cc1cc(=O)oc2cc(OCC(=O)OCC(=O)Nc3ccc(C(C)C)cc3)ccc12
  A: -5	B: 0.6	C: -4	D: -2	E: 0	F: 6	G: -2.1	H: 114	I: nt	J: 0
> CCOC(=O)c1cc(-c2ccccc2)n(CC(=O)NC(C)(C)C)c1C
  A: 2	B: 0.6	C: -1	D: -1	E: 2	F: -5	G: -2.7	H: 107	I: -1	J: -1
> O=C(CSc1ccc2nnc(-c3ccccn3)n2n1)Nc1ccc(F)cc1F
  A: -2	B: -0.9	C: -3	D: 30	E: -2	F: 0	G: 0.3	H: 62	I: -8	J: 3
> Cc1ccc(/C=N/NC(=O)Cc2ccc(Cl)cc2)c(O)c1
  A: 1	B: 0.4	C: 0	D: -9	E: 6	F: -4	G: -9.8	H: 94	I: -1	J: 0
> CSCCC(NC(=O)COc1ccccc1)C(=O)N1CCN(c2ccccc2Cl)CC1 (configuration not stated)
  A: 3	B: -1.4	C: -15	D: 3	E: 2	F: 2	G: -1.1	H: 102	I: -2	J: -5
> Cc1ccc(C(=O)NCc2ccccc2)c(F)c1F
  A: -2	B: 2.4	C: -7	D: -3	E: -2	F: -3	G: -1.9	H: 103	I: 1	J: -2
> CN(C)S(=O)(=O)Nc1ccc(Cc2ccncc2)cc1
  A: nt	B: nt	C: nt	D: nt	E: 1	F: nt	G: nt	H: 108	I: 2	J: -3
> Cc1cc(-n2c(C)cc(C(=O)COc3ccccc3[N+](=O)[O-])c2C)no1
  A: -8	B: 0.1	C: -15	D: -7	E: 4	F: -5	G: -0.3	H: 102	I: -3	J: -3
> CCOC(=O)c1c(NC(=O)c2ccccc2)sc2c1CCc1ccccc1-2
  A: 4	B: 0.0	C: -19	D: -2	E: 0	F: -1	G: -2.1	H: 89	I: 4	J: -3
> COc1ccc(CCNC(=O)c2cc(S(=O)(=O)N3CCOCC3)cn2C)cc1OC
  A: 0	B: 0.0	C: 15	D: -3	E: nt	F: 4	G: 0.9	H: 94	I: 5	J: 1
> Cc1ccnc(SC2CC(=O)N(c3ccc(Br)cc3)C2=O)n1 (configuration not stated)
  A: 2	B: 2.0	C: 20	D: -1	E: -2	F: -12	G: 0.6	H: 97	I: -1	J: -3
> COc1ccc(-c2cc(-c3ccccc3)c(C#N)c(S(C)(=O)=O)n2)cc1
  A: 3	B: -1.3	C: 26	D: -7	E: -32	F: -6	G: -2.1	H: 106	I: 0	J: 1
> Cc1oc2c(C)c3oc(=O)c(CC(=O)N[C@@H](CCCNC(N)=O)C(=O)O)c(C)c3cc2c1C
  A: -1	B: 1.7	C: -1	D: -12	E: 6	F: -7	G: -6.0	H: 105	I: 0	J: -1
> Cc1nn(CC(=O)N(C)c2c(N)n(Cc3ccccc3)c(=O)[nH]c2=O)c(C)c1[N+](=O)[O-]
  A: -1	B: 0.8	C: 14	D: -1	E: -2	F: -2	G: -0.9	H: nt	I: 11	J: 1
> C=CCOC(=O)c1sc(NC(=O)c2ccco2)nc1C
  A: -8	B: -1.5	C: -3	D: -2	E: 0	F: -5	G: -2.1	H: 103	I: 3	J: -3
> Cc1nn(C)c(C)c1NC(=O)CN1CCC(O)(c2ccc3c(c2)OCO3)CC1
  A: 1	B: -1.2	C: 8	D: -1	E: -2	F: -7	G: -1.5	H: 103	I: -3	J: -1
> COc1ccc(-c2cc(C)no2)cc1S(=O)(=O)N1CCOc2ccc(Cl)cc21
  A: -7	B: 1.8	C: -9	D: -2	E: 2	F: 4	G: -2.2	H: 106	I: -3	J: 1
> COc1ccc(N2C(=O)CC(Sc3nnc(-c4ccccc4)o3)C2=O)cc1 (configuration not stated)
  A: 1	B: 2.3	C: 6	D: -1	E: 3	F: -8	G: -1.0	H: 94	I: 0	J: 3
> CCOC(=O)Oc1ccc2c(=O)c(Oc3cc(C)cc(C)c3)coc2c1
  A: -1	B: -1.3	C: -10	D: nt	E: -5	F: -5	G: -2.5	H: 89	I: -1	J: -3
> Cc1ccc(S(=O)(=O)N2CCOCC2)cc1C(=O)NCCCn1ccnc1
  A: 0	B: -0.6	C: 15	D: 4	E: -3	F: 10	G: -0.5	H: 104	I: 0	J: -2
> O=S(=O)(NCc1ccccn1)c1ccc(Br)s1
  A: -2	B: -0.6	C: -2	D: 1	E: -2	F: -5	G: -1.7	H: 99	I: 3	J: -1
> O=C(O)c1ccccc1OCC1CCCO1 (configuration not stated)
  A: 3	B: 2.1	C: -10	D: -1	E: -2	F: -9	G: 0.3	H: 107	I: 1	J: -1
> O=C(Nc1ccc(N2CCCC2)c(Cl)c1)c1ccco1
  A: -1	B: -1.0	C: -17	D: -2	E: 1	F: 1	G: -1.9	H: 85	I: -1	J: 1
> CC1CCC(N2CCN(C(=O)c3ccccc3F)CC2)CC1 (configuration not stated)
  A: 2	B: 1.6	C: 1	D: -5	E: 9	F: -3	G: -0.4	H: 103	I: -1	J: -4
> O=C(Nc1ccccc1C(=O)N1CCCCCC1)c1ccccc1Cl
  A: 0	B: 0.0	C: -3	D: -4	E: -2	F: -4	G: -2.6	H: 87	I: 2	J: 1

# Laid out differently: entries from further up.
Molecule | Keap1 Nrf2 FP | C-LANA FP | Arrestin-AP2 inh | CAL PDZ FP-1 | NSD2 HMT inh | RTF Ca sens inh | CAL PDZ FP-2 | DSG3 Ab inh | V-ATPase pH | DAGLB inh
CCOC(=O)Oc1ccc2c(=O)c(Oc3cc(C)cc(C)c3)coc2c1 | -1 | -1.3 | -10 | nt | -5 | -5 | -2.5 | 89 | -1 | -3
O=C(O)c1ccccc1OCC1CCCO1 (configuration not stated) | 3 | 2.1 | -10 | -1 | -2 | -9 | 0.3 | 107 | 1 | -1

# 4 of these compounds in a different format.
molecule | Keap1 Nrf2 FP | C-LANA FP | Arrestin-AP2 inh | CAL PDZ FP-1 | NSD2 HMT inh | RTF Ca sens inh | CAL PDZ FP-2 | DSG3 Ab inh | V-ATPase pH | DAGLB inh
COCC(=O)N(Cc1cc2ccc(C)cc2[nH]c1=O)c1ccc(C)cc1C | 4 | 0.8 | 6 | -2 | -1 | -6 | -1.5 | 107 | 1 | 2
Cn1cc(C(=O)C(F)(F)F)c2ccccc21 | -4 | 0.6 | 0 | -3 | -2 | 1 | -1.5 | 106 | -2 | -4
CN(CC(=O)NCc1ccco1)CC(=O)Nc1c(Cl)cccc1Cl | -3 | -1.2 | 8 | -2 | -1 | -6 | -0.1 | 116 | -4 | -2
CCN(CCO)c1ccc(-n2c(N)c(C(=O)OC)c3nc4ccccc4nc32)cc1 | -2 | -1.3 | 0 | -3 | nt | -18 | nt | 103 | -1 | 3

# The list is partial (hit frequency here may not be typical).
